# Bioassay records (PubChem BioAssay)
# HCMV antiviral – blocks human cytomegalovirus replication; HFF cells, HCMV-luciferase reporter, 72 h; stronger effect = lower value; actives 4.5% (n = 410,000); activity change, negative = inhibition, % at 57.5 µM; in the data active = activity change below about -60%; inconclusive = no clear call, values can overlap the other calls; inactive = above about -39%
#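 Cell-based, HFFs, 1000 cells/well, 16 h 37C; cpds in DMSO + HCMV-luc, MOI 1 PFU/cell; 72 h 37C; OneGlo luminescence after 5 min RT; norm. to buffer vs Salinomycin 10uM.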
# Giardia FBPA inh – inhibitors of Giardia lamblia fructose-1,6-bisphosphate aldolase; A8B2U2; purified Giardia FBPA; Potency, µM (top dose mostly 59.6 µM), for inactives: at the top dose activity, negative = inhibition, most hits filed as inhibitors; actives 0.71% (n = 290,000); AID 2451; note: potency is the fitted concentration of half-maximal effect; nearly all actives have a fitted effect of over 55% in size
# Target sequence (A8B2U2 whole entry, looked up): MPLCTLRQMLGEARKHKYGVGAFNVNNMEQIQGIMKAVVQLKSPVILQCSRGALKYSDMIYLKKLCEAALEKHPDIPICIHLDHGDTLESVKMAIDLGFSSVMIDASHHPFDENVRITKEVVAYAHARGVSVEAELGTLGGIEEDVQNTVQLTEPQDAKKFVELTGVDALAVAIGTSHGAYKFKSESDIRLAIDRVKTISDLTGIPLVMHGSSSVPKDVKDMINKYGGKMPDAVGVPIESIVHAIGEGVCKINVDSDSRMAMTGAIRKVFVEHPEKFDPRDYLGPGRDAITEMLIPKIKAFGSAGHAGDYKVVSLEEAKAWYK
#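 Giardia FBPA (40 nM reagent) was preincubated 10 min at RT with compound (up to 57.5 uM final), then substrate plus GAPDH/TPI/NAD/arsenate coupling system with diaphorase/resazurin was added; resorufin fluorescence (525/598 nm) was read after 20 min.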
# AmpC inh detg – inhibitors of E. coli AmpC beta-lactamase with detergent | P00811 | AmpC hydrolysis of nitrocefin, absorbance 480 nm, 0.01% Triton | Potency, µM (highest dose often 114 µM), inactives show top-dose activity change, negative = inhibition, actives largely listed as inhibitors | actives 0.041% (n = 370,000) | AID 485294;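 note: potency is the fitted concentration of half-maximal effect; 0% = no-compound wells and -100% = no-enzyme wells; nearly all actives have a fitted effect of over 25% in size; some results filed as inactive show a strong effect at the top dose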
# Target sequence (P00811 whole entry, looked up): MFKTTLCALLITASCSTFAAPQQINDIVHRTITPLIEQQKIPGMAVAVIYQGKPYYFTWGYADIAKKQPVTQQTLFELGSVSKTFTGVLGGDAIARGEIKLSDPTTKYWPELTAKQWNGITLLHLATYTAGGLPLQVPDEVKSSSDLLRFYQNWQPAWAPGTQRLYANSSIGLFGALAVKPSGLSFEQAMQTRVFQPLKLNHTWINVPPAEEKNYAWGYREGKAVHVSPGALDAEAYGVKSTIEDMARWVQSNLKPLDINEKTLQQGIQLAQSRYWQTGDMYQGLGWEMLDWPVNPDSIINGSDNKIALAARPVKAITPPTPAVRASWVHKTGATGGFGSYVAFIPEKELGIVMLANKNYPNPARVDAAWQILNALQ
#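 AmpC (5.3 nM in the dispensed reagent) in 20 mM phosphate pH 7.0 with 0.01% (detergent screen) or 0.0001% Triton X-100 was preincubated with compounds for 15 min at room temperature. Nitrocefin was then added from an 800 uM solution, and hydrolysis was followed at 480 nm.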
# AmpC inh no detg – inhibitors of E. coli AmpC beta-lactamase without detergent. P00811. AmpC nitrocefin hydrolysis, absorbance 480 nm, 0.0001% Triton. Potency, µM (series often up to 57.1 µM), inactives show at the highest dose activity change, negative = inhibition, hits mostly inhibitors. actives 0.52% (n = 330,000). AID 485341;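 note: potency is the fitted concentration of half-maximal effect; plate controls were no compound for no effect and no enzyme for full effect; nearly all actives have a fitted effect of over 20% in size; some results filed as inactive show a strong effect at the top dose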
#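 AmpC (5.3 nM in the dispensed reagent) in 20 mM phosphate pH 7.0 with 0.01% (detergent screen) or 0.0001% Triton X-100 was preincubated with compounds for 15 min at room temperature. Nitrocefin was then added from an 800 uM solution, and hydrolysis was followed at 480 nm.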
# AMA1 RON2 block – AMA1-RON2 (P. falciparum) interaction inhibition | AlphaScreen AMA1-biotinylated RON2 peptide binding | actives 0.2% (n = 360,000) | Potency, µM (top dose mostly 58.2 µM), inactives show at the highest dose activity change, negative = inhibition, usual class: inhibitors;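 note: potency is the fitted concentration of half-maximal effect; 0% = vehicle wells and -100% = peptide control; nearly all actives have a fitted effect of over 45% in size; some results filed as inactive show a strong effect at the top dose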
#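 AMA1 (3D7) with his tag at 25 nM final met compounds first, then biotinylated RON2 peptide at 25 nM; detection used donor plus acceptor beads, 10 µg/mL apiece, read by AlphaScreen after 30 min at room temperature.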
# Sm TGR inh – S. mansoni TGR enzyme inhibition. Potency, µM (titrated, usually from 114 µM), without a hit: at the highest dose activity change, negative = inhibition, most hits filed as inhibitors. Q962Y6. actives 3% (n = 360,000). AID 485364. purified TGR, DTNB reduction, TNB absorbance 405 nm; note: potency is the fitted concentration of half-maximal effect; nearly all actives have a fitted effect of over 60% in size
#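 TGR 20 nM + NADPH 100 uM (dispensed conc.), cpd preinc 15 min RT; start with NADPH (500 uM addition) then DTNB (15 mM addition). Kinetic TNB absorbance, 405 nm filter. Four-parameter Hill fit across titration.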
# * hit, by the source's call; u = inconclusive; x = not tested or not shown; & = joins results of further samples; [ ] = dose if it differs, or a comment. Unless noted, calls come from the whole dose curve; as a rule, active = well fitted curve in the direction sought with a large enough effect; inconclusive = small, poorly fitted or top-dose-only effect, or another doubt; inactive = no such curve, though single readings can be large; an effect the other way counts as inactive or inconclusive. Unless noted, % is set by controls: 0 for no effect and ±100 for the full control effect.
SMILES,HCMV antiviral,Giardia FBPA inh,AmpC inh detg,AmpC inh no detg,AMA1 RON2 block,Sm TGR inh
NNc1ccc2c(C(F)(F)F)cc(C(F)(F)F)nc2n1,-24,8%,4%,-2%,100%[activator],-9%
Cc1cccc(CSc2nnc(Cn3c(=O)sc4ccccc43)n2C)c1,-13,0%,u,6%,2%,2%
Cc1ccc(-c2[nH]nc3c2C(c2ccc(OC(=O)N4CCOCC4)cc2)C(C#N)=C(N)O3)cc1 (stereo unspecified),60,-14%,4%,-29%,-4%,-3%
CC(Oc1cc2oc(=O)c3c(c2cc1Cl)CCC3)C(=O)NCCCn1ccnc1 (stereo unspecified),-38,x,-14%,-14%,-2%,0%
COc1cc(OC)c2c(C)c(Cl)c(=O)oc2c1,40,12%,-7%,-29%,14%,-1%
COc1ccc(S(=O)(=O)N2CCOCC2)cc1NC(=O)CN1CCCc2ccccc21,27,x,x,87%[activator],-4%,x
CCOC(=O)c1c(C)[nH]c(C)c1S(=O)(=O)N1CCCC(C(=O)Nc2ccc(OC)c(OC)c2)C1 (stereo unspecified),10,x,8%,x,x,14%
CCN(CC)C(=O)Cn1cc(SCC(=O)Nc2ccc(C)cc2)c2ccccc21,0,x,13%,x,x,-3%
Cc1ccc(S(=O)(=O)N2CCN(Cc3csc(C)n3)CC2)cc1,27,x,3%,1%,-2%,-13%
COc1ccc(Cl)cc1NC(=O)[C@@]1(CC(=O)O)CC(/C=C/c2ccccc2)=NO1,-28,10%,-4%,-18%,-11%,0%
COc1ccc(C2CC(c3cc(OC)ccc3OC)n3nnnc3N2)cc1 (stereo unspecified),41,1%,u,17%,-3%,-4%
O=C(Cn1c(=O)n(Cc2ccc(F)cc2)c(=O)c2ccccc21)NCC1CCCO1 (stereo unspecified),2,14%,6%,-9%,0%,u
CN(Cc1ccc(N(C)C)cc1)C(=O)c1cc2ccccc2o1,-7,-4%,-9%,5%,14µM*,-12%
CCN1CCN(CCCN(Cc2ccco2)C(=S)Nc2ccccc2Cl)CC1,-19,-14%,-8%,76%[activator],-9%,2%
COc1ccccc1OCC(=O)NCC1CCCN(C(=O)c2ccccc2SC)C1 (stereo unspecified),0,1%,-13%,15%,0%,-8%
CCN(CC)S(=O)(=O)c1ccc(NS(=O)(=O)c2ccc3oc(=O)[nH]c3c2)cc1,1,-12%,-5%,-46%,-5%,-4%
Cc1ccccc1OCC(=O)OCC(=O)Nc1cc(C(F)(F)F)ccc1N1CCOCC1,13,-1%,5%,53%,5%,6%
O=C(NC(Cc1ccccc1)C(=O)O)/C(=C\c1ccco1)NC(=O)c1ccco1 (stereo unspecified),8,-1%,2%,41%,20%,-1%
COc1ccc(CN2C3CCC2CC(NC(=O)c2cc(OC)c(OC)c(OC)c2)C3)cc1 (stereo unspecified),48,-1%,-15%,3%,14%,4%
OCc1c(Cl)nc2ccccn12,13,4%,-4%,-20%,-6%,-8%
COc1ccc(CNC(=O)CCc2ccc(S(=O)(=O)N3CCCCCC3)cc2)cc1,0,x,3%,-2%,-20%,-2%
COc1ccc(OCC(NS(=O)(=O)c2ccc(-n3cnnn3)cc2)C(C)C)cc1 (stereo unspecified),-5,x,u,2%,-5%,3%
CCCSc1nc(-c2ccccc2)cc(C(F)(F)F)c1C#N,u,1%,-7%,-25%,23%,-14%
CCOc1ccccc1N1CCN(Cc2ccco2)CC1,44,u,9%,-6%,u,-6%
COc1cccc(NC(=O)C2CCN(S(=O)(=O)c3ccc4c(c3)N(C(C)=O)CCO4)CC2)c1,-29,-4%,0%,28%,-3%,-11%
CCCCn1c(O)c(N=NC(=O)Cn2c(C(F)(F)F)nc3ccccc32)c2ccccc21,31,-5%[12.9 µM],-1%,-36%,9%,-2%
Cc1ccc(NC(=O)CN(C)C(=O)CSc2n[nH]c(N)n2)cc1,80,0%,-2%,-1%,8%,6%
COc1cccc(C(=O)NCCc2csc3nc(-c4ccccc4F)nn23)c1OC,7,x,9%,x,x,u
Cc1ccc(Cl)cc1NC(=O)C(=O)NCCc1sc(-c2ccc(F)cc2)nc1C,21,x,13%,x,x,-1%
CSc1nnc2c3c4c(sc3nc(-n3nc(C)cc3C)n12)COC(C)(C)C4,-14,0%,-14%,49%,5%,-11%
NC(=O)c1ccc(F)cc1,3,1%,u,-19%,5%,5%
Cc1cccc(NC(=O)CCN2CC(C)CC(C)C2)c1 (stereo unspecified),21,-20%,1%,-12%,-5%,-20%
COc1ccc(C(=O)NCc2ccncc2)cc1OC,18,0%,u,-5%,0%,x
COc1cc(N)ccc1NC(=O)c1cc2ccccc2o1,66,1%,2%,-8%,-9%,-14%
COc1ccc(NC(=O)CSCC(=O)Nc2cccc3ncccc23)cc1,-13,x,u,-14%,-13%,-2%
O=C(C1=C(O)C(=O)N(Cc2ccco2)C1c1cccs1)c1cccs1 (stereo unspecified),-12,7%,-7%,-23%,53%[activator],u
NS(=O)(=O)c1ccc(NC(=O)NC2CCCCC2)cc1,-28,1%,2%,-18%,2%,-14%
CCc1c2ccccc2nn1-c1ccccc1C(=O)C(C)=O,-13,-22%,0%,-18%,5%,0%
COC(=O)c1scc(-c2ccc(C)cc2)c1S(=O)(=O)Nc1ccc(NC(C)=O)cc1,10,x,4%,x,x,-2%
O=P(OC1CCCCC1)(OC1CCCCC1)C(Nc1ccccc1)c1cccnc1 (stereo unspecified),32,8%,-6%,122%[activator],u,4%
CCC(=O)N1CCN=C1SCc1c(F)cccc1Cl,5,x,-2%,-3%,-4%,3%
CCNS(=O)(=O)c1ccc(NS(=O)(=O)c2cc(C)ccc2C)cc1,51,-1%,u,-49%,5%,-2%
CCOC(=O)c1cnc2c(Cl)c(Cl)ccc2c1N1CCN(C)CC1,66,8%,-12%,198%[activator],10%,0%
Cc1cccc(N=C/C(C(=O)C(F)(F)F)=C(\O)c2ccco2)c1,103,19%,-4%,-11%,-3%,-2%
COc1ccc(CC(=O)N/N=C(\C)CC(=O)Nc2ccc(N(C)C)cc2)cc1,54,12%,4%,53%,12%,2%
COc1ccc(-c2csc(NC(=O)COc3ccc(N(C)S(=O)(=O)c4ccc(C)cc4)cc3)n2)cc1,u,0%,-4%,-38%,-17%,1%
COC(=O)c1cc(C(=O)OCC(=O)NC2CCS(=O)(=O)C2)cc([N+](=O)[O-])c1 (stereo unspecified),-26,4%,-10%,-11%,7%,-2%
Cc1cccc(N2CCN(C(=O)n3ccnc3)CC2)c1C,-1,5%,-10%,-8%,-4%,-24%

# Some of the entries so far, as tab-separated lines:
molecule	HCMV antiviral	Giardia FBPA inh	AmpC inh detg	AmpC inh no detg	AMA1 RON2 block	Sm TGR inh
CCC(=O)N1CCN=C1SCc1c(F)cccc1Cl	5	x	-2%	-3%	-4%	3%
CCNS(=O)(=O)c1ccc(NS(=O)(=O)c2cc(C)ccc2C)cc1	51	-1%	u	-49%	5%	-2%
CCOC(=O)c1cnc2c(Cl)c(Cl)ccc2c1N1CCN(C)CC1	66	8%	-12%	198%[activator]	10%	0%
Cc1cccc(N=C/C(C(=O)C(F)(F)F)=C(\O)c2ccco2)c1	103	19%	-4%	-11%	-3%	-2%
COc1ccc(CC(=O)N/N=C(\C)CC(=O)Nc2ccc(N(C)C)cc2)cc1	54	12%	4%	53%	12%	2%

# The listing picks up, repeating the two entries before the break.
SMILES,HCMV antiviral,Giardia FBPA inh,AmpC inh detg,AmpC inh no detg,AMA1 RON2 block,Sm TGR inh
COC(=O)c1cc(C(=O)OCC(=O)NC2CCS(=O)(=O)C2)cc([N+](=O)[O-])c1 (stereo unspecified),-26,4%,-10%,-11%,7%,-2%
Cc1cccc(N2CCN(C(=O)n3ccnc3)CC2)c1C,-1,5%,-10%,-8%,-4%,-24%
CCCCCCCCCCC[C@@H](C[C@@H]1OC(=O)[C@H]1CCCCCC)OC(=O)[C@H](CC(C)C)NC=O,-8,-2%&-10%,-2%,-27%,2%,5%
Cc1nc2nc(COc3ccccc3)nn2c(C)c1Cl,u,-12%,u,-12%,-4%,4%
N#CC1=C(N)C(C#N)(C#N)C(c2cccnc2)C2COCC=C12 (stereo unspecified),41,-21%,-8%,-27%,20%,u
COc1ccc(C2c3ccc(O)cc3Oc3ncn(CCCO)c(=N)c32)cc1OC (stereo unspecified),0,1%,-3%,-8%,-7%,-11%
O=C1Nc2cc(C(=O)N3CCC4(CC3)OCCO4)ccc2S/C1=C\c1ccccc1,-27,7%,0%,103%[activator],-7%,2%
COC(=O)c1ccccc1NC(=O)CSc1nc(C)c(Cl)c(C)c1C#N,-13,x,9%,x,x,5%
NC(=O)C1CC(=O)N(c2ccc(OCc3ccc(Cl)cc3Cl)cc2)C1 (stereo unspecified),25,2%,3%,21%,-3%,7%
O=C(CSc1nc(Nc2ccccc2)c2ccccc2n1)c1ccc(Cl)cc1,u,x,-2%,x,x,1%
O=C1CCC(/C=C/c2ccccc2)=NN1Cc1ccccc1Cl,-14,-5%,3%,-1%,-8%,-2%
COC(=O)Cc1c(C)c2cc(Cl)c(OC(=O)c3ccco3)cc2oc1=O,-12,5%,u,7%,-8%,-29%
O=C(CSc1ccsc1[N+](=O)[O-])NCCc1ccccc1,48,-1%,-9%,-13%,2%,u
CCOC(=O)c1c(NC(=O)c2ccc(S(=O)(=O)N3CCOCC3)cc2)sc2c1CCN(C)C2,-3,9%,-10%,158%[activator],-8%,2%
Fc1ccc(F)c(CNc2ncnc3cc(Cl)ccc23)c1,-13,1%,-1%,-24%,1%,-21%
Cc1cc(NC(=O)CC(C)C)c(=O)n(Cc2ccccc2F)c1,16,u,-9%,-15%,0%,u
Cc1ccc(S(=O)(=O)/N=C(/Nc2ccc(F)cc2F)c2ccccc2)cc1,3,x,-1%,-13%,1%,-2%
CCCCNc1nnc(SCC(=O)N2CCN(S(=O)(=O)c3ccc4ccccc4c3)CC2)s1,-2,7%,-9%,-6%,2%,-14%
CC(=O)c1sc(-c2ccccc2)cc1N,19,1%,0%,-12%,-28%,-3%
COc1ccc(CC2(CO)CCN(Cc3cccc4nccnc34)CC2)cc1,-2,2%,-8%,2%,8%,9%
COC(=O)C(C)N(C(=O)c1ccc(Cl)cc1)c1c(C)cccc1C (stereo unspecified),-25,1%,u,58%,-3%,0%
COc1ccccc1C1=NCc2nnc(C)n2-c2ccc(Cl)cc21,-21,4%,u,-1%,-6%,-12%
CCCCC(=O)Nc1ccc(C(=O)NNC(=O)c2ccc(C)c(Br)c2)cc1,-20,3%,u,-33%,25%,-5%
Cc1ccc(CCNC(=O)CCn2ccc3cc(S(=O)(=O)N4CCCC4)ccc32)cc1,u,3%,-13%,-6%,12%,1%
CC(=O)NCC(=O)NC(Cc1ccccc1)C(N)=O (stereo unspecified),-31,-2%,-1%,-13%,-1%,-20%
CCCCCCCNC(=O)C1(CC2CC(c3ccc(Cl)cc3)=NO2)CCN(C(=O)OC(C)(C)C)CC1 (stereo unspecified),64,-1%,-11%,-16%,0%,3%
